Screening data as filed in PubChem BioAssay.
Mdm2 MdmX PPI: human Mdm2/MdmX binding inhibition; O15151+Q00987; SaOS-2 split-luciferase Mdm2/MdmX complementation, luminescence; inhibition, % at 8 µM; 3% of 330,000 active;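 active = inhibition of at least 50% at 8 µM in the primary screen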
CXCR6 block: CXCR6 (human) receptor inhibition. CHO-K1 PathHunter CXCR6 beta-arrestin, luminescence. 0.36% of 360,000 active. O00574. inhibition, % at 20 µM. AID 602244; in the data active = inhibition above about 34%, passing the limit was not always enough;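 note: antagonist mode with CXCL16 agonist at 10 nM final; 0% = 10 nM CXCL16 with DMSO and 100% = unstimulated wells without agonist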
Target sequence (O00574 whole entry, looked up): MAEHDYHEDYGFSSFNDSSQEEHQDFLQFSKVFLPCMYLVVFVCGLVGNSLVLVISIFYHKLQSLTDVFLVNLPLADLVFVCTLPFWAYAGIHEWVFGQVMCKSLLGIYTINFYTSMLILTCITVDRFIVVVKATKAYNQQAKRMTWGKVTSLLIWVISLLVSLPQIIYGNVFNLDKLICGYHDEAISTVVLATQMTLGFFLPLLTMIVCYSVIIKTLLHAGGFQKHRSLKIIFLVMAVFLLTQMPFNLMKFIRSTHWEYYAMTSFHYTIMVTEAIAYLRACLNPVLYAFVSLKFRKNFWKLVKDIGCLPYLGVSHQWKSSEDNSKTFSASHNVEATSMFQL
Gli-Sufu antag: blocks Gli-Sufu signaling in a luciferase reporter; Sufu-KO-LIGHT fibroblasts, Gli luciferase reporter luminescence; inhibition, % at 5 µM; 0.74% of 340,000 active; AID 588413;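 active = inhibition above about 55%, limit read from the data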;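 note: 0% = DMSO-treated cells and 100% = wells with medium but no cells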
UPR XBP1 act: activators of adaptive arm of unfolded protein response (XBP1) | CHO-XBP1 luciferase reporter, IRE1-XBP1 UPR activation, luminescence; percent of tunicamycin response, DMSO as zero | 0.33% of 330,000 active | AID 463104 | activation, % at 20 µM;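 active = versus positive control, 20 µM dose yields 30% or more activation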;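 note: 100% = tunicamycin at 10 µg/mL and 0% = DMSO only wells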
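Material: CHO cell line with stable XBP1 luciferase reporter; buffer or medium: F12 medium containing 10% fetal bovine serum; compound: single point, 20 µM final compound, 1% DMSO; incubation: 6 h treatment, 37 °C; measured by: glow luminescence from Steady-Glo reagent; evaluation: activation, % of tunicamycin; control set: tunicamycin high, DMSO low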
UPR CHOP act: activators of apoptotic arm of unfolded protein response (CHOP); CHO-CHOP luciferase reporter, UPR activation, luminescence; percent of tunicamycin response over DMSO baseline; activation, % at 10 µM; 0.34% of 330,000 active; AID 449763;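 active = at 10 µM dose, activation of 40% or more, normalized to positive control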;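 note: 100% = tunicamycin at 10 µg/mL and 0% = DMSO alone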
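System: CHO-CHOP luciferase reporter cell line; amount: 500 cells/well; buffer or medium: F12 medium containing 10% fetal bovine serum; incubation: 6 h compound exposure at 37 °C after overnight seeding; measured by: luciferase luminescence after 10 min with Steady-Glo reagent; evaluation: % reporter activation, DMSO baseline versus tunicamycin full activation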
EBI2 antag: antagonists of human EBI2 receptor | P32249 | EBI2 beta-arrestin recruitment, luminescence, 7a,25-OHC stimulated | inhibition, % at 5 µM | 0.81% of 360,000 active | AID 651636; in the data active = inhibition above about 38%;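 note: enzyme fragment complementation signal reports receptor beta-arrestin coupling in cells; 0% = agonist plus DMSO wells and 100% = wells without agonist; some results beyond the cut were filed as inactive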
Target sequence (P32249 whole entry, looked up, the tested form may be a part): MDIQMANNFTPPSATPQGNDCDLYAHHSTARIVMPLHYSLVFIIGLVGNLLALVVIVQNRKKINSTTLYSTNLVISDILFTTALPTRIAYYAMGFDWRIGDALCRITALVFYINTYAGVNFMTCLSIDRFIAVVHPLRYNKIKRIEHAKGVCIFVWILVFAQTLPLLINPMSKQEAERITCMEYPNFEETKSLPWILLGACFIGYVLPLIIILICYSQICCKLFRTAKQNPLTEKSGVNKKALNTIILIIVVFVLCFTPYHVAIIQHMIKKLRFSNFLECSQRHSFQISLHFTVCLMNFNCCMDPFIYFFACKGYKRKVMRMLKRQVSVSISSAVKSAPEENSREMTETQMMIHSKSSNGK
697 NFkB inh: lowers PMA/ionomycin-induced NF-kB signal in 697 B cells; 697 B-cell NF-kB luciferase reporter, 16 h; inhibition, % at 4 µM; 0.33% of 330,000 active; in the data active = inhibition above about 35%
Jurkat NFkB inh: lowers PMA/ionomycin-induced NF-kB signal in Jurkat cells | PMA/ionomycin-induced NF-kB luciferase reporter, luminescence | inhibition, % at 4 µM | 0.53% of 330,000 active; in the data active = inhibition above about 50%
CCR6 antag: antagonists of human CCR6 receptor. P51684. CHO-K1 CCR6 PathHunter beta-arrestin, luminescence, CCL20-stimulated. inhibition, % at 20 µM. 0.49% of 340,000 active. AID 493098;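 active = compounds whose inhibition of the agonist-driven luminescence signal at 20 µM reaches about 50%, limit read from the data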;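 note: cells stimulated with CCL20 at 14 nM final; plate controls were DMSO with CCL20 for no effect and DMSO without agonist for full effect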
The depositor's hits bear a star; nt = not tested or not shown.

cpd	smiles	Mdm2 MdmX PPI	CXCR6 block	Gli-Sufu antag	UPR XBP1 act	UPR CHOP act	EBI2 antag	697 NFkB inh	Jurkat NFkB inh	CCR6 antag
1	Oc1[nH]c2ccccc2c1N=NC(=S)N1CCOCC1	97*	3	63*	18	254*	37	-26	0	5
2	Cn1c(SCC(=O)NCc2ccco2)nnc1C1CCCC1	33	5	0	-3	1.2	6	-2	4	6
3	CCC/C(=N/NC(=O)c1ccc2c(c1)OCO2)c1cccs1	-24	-5	9	4	1.1	-15	-24	-31	7
4	O=C(NC12CC3CC(CC(C3)C1)C2)C1CCCN1C(=O)Nc1ccccc1 (stereo unspecified)	-11	1	11	3	-1.1	8	-8	3	22
5	CCN1CCN(C(=O)c2sc3ncnc(N4CCc5ccccc5C4)c3c2C)CC1	-3	-8	2	0	-2.8	3	16	3	5
6	O=C(NCc1ccccn1)c1cn(Cc2ccccc2)nn1	16	-5	6	-2	-0.7	-10	-10	2	7
7	CCOC(=O)C1=C(C)OC(N)=C(C#N)C1c1ccccc1 (stereo unspecified)	-2	1	-4	-4	0.0	4	4	3	-5
8	CC(C)(C)C1(O)CC(C(F)(F)F)=NN1C(=O)CCCc1ccccc1 (stereo unspecified)	9	-11	15	-1	0.4	-3	-3	-2	-3
9	NNC(=O)CCc1nc2ccc(O)cc2[nH]1	-1	7	-2	-3	-0.8	-19	4	-12	11
10	COc1ccc(NC(=O)CSc2nc(C3CC3)nc3ccccc23)cc1	60*	4	-41	-3	-0.8	11	-6	4	10
11	O=C(NCCc1ccc2c(c1)OCCO2)c1cccc(S(=O)(=O)N2CCCC2)c1	2	-6	-6	-1	10	-1	18	-3	16
12	Cc1ccc(NS(=O)(=O)c2ccc(Cl)c(C(=O)Nc3ccccc3-c3nc4ccccc4[nH]3)c2)cc1C	61*	2	3	2	2.4	7	2	11	5
13	Cc1ccc2nc3c(cc2c1)c(NS(=O)(=O)c1ccccc1)nn3CC(C)C	14	11	18	-6	-3.9	-1	13	-3	26
14	Cc1cn(C2CC(O)C(CO)O2)c(=O)n(Cc2ccccc2)c1=O (stereo unspecified)	nt	-1	-3	nt	nt	-15	nt	nt	2
15	O=C(CNC(=O)C1COc2ccccc2O1)N/N=C\c1ccc(Br)cc1 (stereo unspecified)	4	9	-18	-5	1.9	22	-2	6	12

Of the compounds above, 2 contain a thiophene ring, fused or not:
cpd	smiles	Mdm2 MdmX PPI	CXCR6 block	Gli-Sufu antag	UPR XBP1 act	UPR CHOP act	EBI2 antag	697 NFkB inh	Jurkat NFkB inh	CCR6 antag
3	CCC/C(=N/NC(=O)c1ccc2c(c1)OCO2)c1cccs1	-24	-5	9	4	1.1	-15	-24	-31	7
5	CCN1CCN(C(=O)c2sc3ncnc(N4CCc5ccccc5C4)c3c2C)CC1	-3	-8	2	0	-2.8	3	16	3	5

New compounds follow:
cpd	smiles	Mdm2 MdmX PPI	CXCR6 block	Gli-Sufu antag	UPR XBP1 act	UPR CHOP act	EBI2 antag	697 NFkB inh	Jurkat NFkB inh	CCR6 antag
16	CCCC(c1nnnn1Cc1cccs1)N1CCN(c2nc3ccccc3s2)CC1 (stereo unspecified)	33	3	13	-2	0.5	16	-18	-2	14
17	CC(C)C[C@H](NC(=O)c1nc[nH]c1C(=O)NCCNC(=O)OC(C)(C)C)C(=O)CNCCNC(=O)c1[nH]cnc1C(=O)N[C@@H](C)C(=O)OC(C)(C)C	18	-4	-25	0	-1.0	-5	-4	3	-8
18	Cc1ccc(OCC(=O)NC(=S)Nc2ccc(S(=O)(=O)Nc3cc(C)on3)cc2)c(Br)c1	8	9	2	6	0.4	-2	2	10	18
19	CCC(NS(=O)(=O)c1cccs1)c1ccc(C)cc1 (stereo unspecified)	12	3	-6	1	1.6	-5	14	-12	6
20	Cc1cc(C)n(-c2ccc(NC(=O)C3CCN(Cc4cc(C)c(C)o4)CC3)cc2)n1	18	9	16	-4	3.6	11	-12	0	7
21	CCOC(=O)N1CCc2c(sc(NC(=O)Cc3ccccc3)c2C(=O)c2ccc(OC)cc2)C1	24	16	0	0	2.2	17	15	4	14
22	COC(=O)c1ccc(CSc2n[nH]c(-c3ccccc3)n2)o1	2	0	5	5	0.2	5	-5	-9	12
23	Nc1cc(N)nc(SCC(=O)Nc2ccccc2)n1	-21	5	7	1	1.4	-7	-13	4	-16
24	COCCCn1c(=N)c(C(=O)NCc2ccc3c(c2)OCO3)cc2c(=O)n3ccccc3nc21	-11	11	17	-2	0.7	16	2	-4	21
25	O=C1N(CC(=O)N2CCc3ccccc32)CCN1Cc1ccc(Cl)cc1	14	-3	44	-3	1.9	24	-8	2	3
26	Cn1c(=O)[nH]c(=O)c2c1nc(Br)n2CCCSc1nc2ccccc2o1	65*	-5	0	0	-0.1	-9	9	-1	-7
27	CCC(=O)N1CCc2cc(Br)cc(S(=O)(=O)NCC3CCCN3CC)c21 (stereo unspecified)	13	1	10	1	0.0	2	-4	-17	-2
28	CCCC1c2ccc(C)n2CCN1C(=O)Nc1ccccc1Cl (stereo unspecified)	-31	2	14	3	1.4	4	-33	-41	11
29	COc1ccc(N2CCN(C(=O)c3ccc4c(=O)n(Cc5ccc6c(c5)OCO6)c(=O)[nH]c4c3)CC2)cc1	44	-6	41	30	2.8	2	-32	9	3
30	Cc1ccc(NC(=O)CCC(=O)N/N=C/c2cccs2)cc1	-3	2	2	-2	-2.2	1	4	-9	-12

(continued)
cpd	smiles	Mdm2 MdmX PPI	CXCR6 block	Gli-Sufu antag	UPR XBP1 act	UPR CHOP act	EBI2 antag	697 NFkB inh	Jurkat NFkB inh	CCR6 antag
31	Cc1c(NC(=O)C(C)OC(=O)c2ccccc2O)c(=O)n(-c2ccccc2)n1C (stereo unspecified)	13	5	-3	2	-0.4	0	4	19	11
32	COc1ccccc1NC(=S)N1CCN(c2nc(-c3ccccc3)cs2)CC1	-6	-11	10	-1	-2.4	3	12	3	1
33	Cc1ccc(N2CN(CCC3=CCCCC3)CNC2=S)cc1	-5	6	3	-1	-1.2	3	-17	-9	7
34	C1CCN=C(Nc2nc3c(s2)CCCC3)CC1	-38	-5	-3	6	4.0	1	-50	-36	-4
35	CCCOc1cc(C)c(S(=O)(=O)NCCOC)cc1C	-10	-13	-3	-2	0.8	5	-10	1	-1
36	COc1ccc(C(=O)CCC(C)(C)[N+](=O)[O-])cc1	-8	0	-8	3	0.2	0	0	-1	0
37	c1ccc(CN(Cc2ccccc2)Cc2nnc(-c3cc4ccccc4[nH]3)s2)cc1	38	-8	15	3	-1.8	-11	-3	2	-3
38	Cc1noc(C)c1S(=O)(=O)N(C)C[C@H]1Oc2c(NC(=O)Nc3ccc4c(c3)OCO4)cccc2C(=O)N([C@H](C)CO)C[C@@H]1C	23	0	0	-1	-0.3	-7	11	-4	2
39	N/C(=N\OC(=O)c1ccccc1Cl)c1ccccc1	-288	-7	-93	-4	-3.7	19	-235	-217	-22
40	O=C(Nc1ccc(C(F)(F)F)cc1)N1CCN(c2ccnc3cc(Cl)ccc23)CC1	14	-6	30	-4	4.9	21	-12	18	15
41	Cc1nc(-c2ccc(F)cc2)c(CC(=O)N2CCN(S(=O)(=O)c3cccc(F)c3)CC2)s1	-32	3	-7	-2	0.7	5	12	14	3
42	C[C@@H]1CCCCCCCCC(=O)OCCN(C(=O)OC(C)(C)C)[C@H](C)CCCCCCCCC(=O)OCCN(C(=O)OC(C)(C)C)[C@H](C)CCCCCCCCC(=O)OCCN1C(=O)OC(C)(C)C	-6	nt	-5	-1	0.2	nt	11	0	20
43	CCOc1ccccc1Oc1coc2cc(OC)ccc2c1=O	-8	2	-30	5	2.5	12	-23	-36	3
44	Cc1ccc(SCC(=O)N/N=C/c2ccco2)cc1	16	9	-21	-2	0.9	-2	20	3	1
45	F[B-](F)(F)COc1ccccc1	nt	0	-8	nt	nt	-3	nt	nt	6

The list continues:
cpd	smiles	Mdm2 MdmX PPI	CXCR6 block	Gli-Sufu antag	UPR XBP1 act	UPR CHOP act	EBI2 antag	697 NFkB inh	Jurkat NFkB inh	CCR6 antag
46	C=CC1C(OC2OC(CO)C(O)C(O)C2O)OC=C(C(=O)OC)C1CC1CC(=O)CC(CC(=O)CCc2ccc(O)cc2)O1 (stereo unspecified)	12	5	1	-1	-0.8	2	1	-8	-2
47	CCOc1ccc(N(CC(=O)Nc2ccc(C)c(F)c2)C2=NC3CS(=O)(=O)CC3S2)cc1 (stereo unspecified)	0	-4	-22	-1	2.1	-13	21	5	6
48	CC(=O)N(CCN(C)C)c1nc2cc3c(cc2s1)OCCO3	2	1	-32	-2	2.1	1	-35	-78	8
49	CC(NC(=O)c1ccc([N+](=O)[O-])cc1[N+](=O)[O-])c1ccc(-c2ccccc2)cc1 (stereo unspecified)	-14	-8	4	-1	1.7	-5	-35	-12	1

Entries above containing an aryl thioether with sulfur outside any ring:
cpd	smiles	Mdm2 MdmX PPI	CXCR6 block	Gli-Sufu antag	UPR XBP1 act	UPR CHOP act	EBI2 antag	697 NFkB inh	Jurkat NFkB inh	CCR6 antag
2	Cn1c(SCC(=O)NCc2ccco2)nnc1C1CCCC1	33	5	0	-3	1.2	6	-2	4	6
10	COc1ccc(NC(=O)CSc2nc(C3CC3)nc3ccccc23)cc1	60*	4	-41	-3	-0.8	11	-6	4	10
22	COC(=O)c1ccc(CSc2n[nH]c(-c3ccccc3)n2)o1	2	0	5	5	0.2	5	-5	-9	12
23	Nc1cc(N)nc(SCC(=O)Nc2ccccc2)n1	-21	5	7	1	1.4	-7	-13	4	-16
26	Cn1c(=O)[nH]c(=O)c2c1nc(Br)n2CCCSc1nc2ccccc2o1	65*	-5	0	0	-0.1	-9	9	-1	-7
44	Cc1ccc(SCC(=O)N/N=C/c2ccco2)cc1	16	9	-21	-2	0.9	-2	20	3	1
